E-selectin induc: induces E-selectin expression in human endothelial cells | P16581 | HUVEC E-selectin immunofluorescence imaging; normalized: neutral wells 0, TNF-alpha wells 100 | activation, % at 7.58 µM | 0.37% of 260,000 active;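 active = mean E-selectin-positive cell signal at least 10% of the positive control, reached in at least 60% of replicates, without over 20% cell loss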;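 note: in these data hits start at about 27%; measured in HUVEC primary endothelial cells; signal is the percent of cells scored E-selectin positive by PE staining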
Target sequence (P16581 whole entry, looked up): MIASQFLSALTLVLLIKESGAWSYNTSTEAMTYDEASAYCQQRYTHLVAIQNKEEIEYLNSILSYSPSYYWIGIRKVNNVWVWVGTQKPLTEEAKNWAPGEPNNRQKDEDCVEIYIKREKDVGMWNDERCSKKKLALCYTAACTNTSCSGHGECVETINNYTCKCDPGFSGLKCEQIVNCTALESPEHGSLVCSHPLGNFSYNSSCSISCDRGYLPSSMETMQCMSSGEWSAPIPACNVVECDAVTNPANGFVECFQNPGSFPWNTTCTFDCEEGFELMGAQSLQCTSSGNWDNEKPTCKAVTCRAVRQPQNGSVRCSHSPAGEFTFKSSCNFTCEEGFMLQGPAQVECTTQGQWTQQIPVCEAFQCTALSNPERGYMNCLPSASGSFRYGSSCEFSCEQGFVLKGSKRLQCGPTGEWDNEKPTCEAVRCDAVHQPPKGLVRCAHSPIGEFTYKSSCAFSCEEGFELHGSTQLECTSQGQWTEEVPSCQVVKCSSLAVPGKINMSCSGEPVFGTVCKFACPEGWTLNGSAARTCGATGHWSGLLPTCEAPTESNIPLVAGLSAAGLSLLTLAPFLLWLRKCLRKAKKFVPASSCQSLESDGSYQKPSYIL
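Read-out: % PE-positive cells | Test system: HUVEC | Doses: One compound dose added by pin transfer | Buffer or medium: EGM-2 over gelatin coat | Signal: Immunofluorescence imaging | Benchmarks: TNF-alpha, DMSO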
ERp5 block: ERp5 (human) disulfide isomerase inhibition. inhibition, % at 9.99 µM. Q15084. ERp5 insulin aggregation, absorbance 650 nm, 90 min. 0.05% of 350,000 active. AID 651711;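 active = mean replicate inhibition above about 25%, with every replicate also reaching it, limit read from the data, passing the limit was not always enough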
PglD DTNB: blocks C. jejuni PglD acetyltransferase activity | inhibition, % at 12.5 µM | purified PglD enzyme, DTNB colorimetric CoA detection | 0.098% of 360,000 active; in the data active = inhibition above about 16%, passing the limit was not always enough; note: strong numbers were not always called active
esBAF inh: inhibitors of esBAF chromatin remodeling in mouse ES cells; reporter increase, % at 12.5 µM; Bmi1-luciferase knock-in reporter, 24 h; 100% = twice the neutral-well signal; 2% of 350,000 active; in the data active = activation above about 40%;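 note: 0% = median of the plate's neutral control wells and 100% = double that signal; a rise in the Bmi1 reporter signal indicates esBAF inhibition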
RAD52 anneal inh: RAD52 (human) annealing inhibition; P43351; recombinant RAD52 DNA annealing, FRET fluorescence; inhibition, % at 18.7 µM; 0.46% of 360,000 active;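 active = every replicate showing at least 50% inhibition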
Target sequence (P43351 whole entry, looked up): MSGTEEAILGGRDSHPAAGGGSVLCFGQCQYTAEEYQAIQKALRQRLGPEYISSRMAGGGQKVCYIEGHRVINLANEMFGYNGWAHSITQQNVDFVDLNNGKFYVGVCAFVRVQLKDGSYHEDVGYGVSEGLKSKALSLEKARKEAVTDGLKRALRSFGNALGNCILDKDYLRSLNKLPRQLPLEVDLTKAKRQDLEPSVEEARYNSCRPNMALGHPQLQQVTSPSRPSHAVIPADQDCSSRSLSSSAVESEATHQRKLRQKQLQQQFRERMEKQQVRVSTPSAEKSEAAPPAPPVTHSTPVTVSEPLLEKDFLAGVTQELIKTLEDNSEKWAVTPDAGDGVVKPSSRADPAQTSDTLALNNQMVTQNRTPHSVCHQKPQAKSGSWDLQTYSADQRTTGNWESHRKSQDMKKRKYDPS
RAD54 branch: blocks human RAD54 Holliday junction branch migration | inhibition, % at 10.4 µM | AID 602329 | 0.14% of 360,000 active | FAM/BHQ fluorescence;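 active = mean normalized replicate activity at least 40 and at least half of replicates scoring 40 or more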;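 note: 0% = median of neutral control wells and 100% = median of positive control wells; inhibitors cause a drop in the FAM fluorescence signal; in these data hits start at about 50%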
CASP6 VEID inh: inhibitors of human caspase-6; P55212; purified caspase-6, Z-VEID-R110 cleavage fluorescence; inhibition, % at 12.5 µM; 0.53% of 350,000 active; AID 686996;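 active = mean inhibition across replicates at least about 35%, with every replicate also reaching that limit, limit read from the data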;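 note: 0% = median of neutral control wells and 100% = no fluorescence left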
ARNT TACC3 PPI: disruptors of human ARNT/TACC3 interaction | AID 623870 | 0.66% of 390,000 active | AlphaScreen His-ARNT PAS-B/GST-TACC3 binding, luminescence; TACC3 fragment carries E629A point mutation | inhibition, % at 9.99 µM | Q9Y6A5;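 active = mean inhibition of replicates at least 50% and at least half of replicates each reaching 50%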;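 note: 0% = complete ARNT plus TACC3 wells and 100% = ARNT alone without TACC3; many hits fall short of the cut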
The depositor's hits bear a star; / = no result given; & = joins results of further samples.

No.	SMILES	E-selectin induc	ERp5 block	PglD DTNB	esBAF inh
1	CN(CC(=O)Nc1cccc(S(=O)(=O)NC2=NCCCCC2)c1)Cc1ccc(C(C)(C)C)cc1	2.0	7	/	/
2	CCC(C)NC(=O)CN(c1ccc(Cl)c(Cl)c1)S(C)(=O)=O (centres undefined)	-0.8	0	-3	0
3	O=C(Nc1nc(-c2ccccc2)cs1)c1cccs1	/	/	1	62*
4	CCOC(=O)c1c(NC(=O)c2ccn(CC)n2)sc2c1CCCC2	/	/	7	-2
5	COCC(=O)Nc1ccc2c(c1)[C@@H]1C[C@H](CC(=O)N[C@H](C)c3ccccc3)O[C@@H](CO)[C@@H]1O2	-0.1	1	0	6
6	Cc1ccc(CNC(=O)C2CCN(S(=O)(=O)N3CCCC3)CC2)cc1	/	1	0	-5
7	C[C@@H]1CN([C@@H](C)CO)C(=O)c2cccc(NS(=O)(=O)c3ccc(F)cc3)c2O[C@H]1CN(C)Cc1ccc(C(=O)Nc2ccccc2N)cc1	0.5	-1	/	/
8	Cc1ccc(S(=O)(=O)N2c3cc(C)ccc3OCC2C(C)(C)C)cc1 (centres undefined)	/	/	5	19
9	Cc1cc2nccc(-c3ccncc3)n2n1	3.3	3	/	/
10	COc1cc(/C=C2\C(=N)N3N=C(C)SC3=NC2=O)cc(OC)c1OCCOc1ccccc1C	0.4	-2	-2	6
11	COc1cccc(C(NC(C)=O)c2ccc3cccnc3c2O)c1 (centres undefined)	/	-2	2	-28
12	CCc1ccccc1NC(=O)NC1CC2CCC(C1)N2Cc1ccco1 (centres undefined)	/	-12	/	/

No.	RAD52 anneal inh	RAD54 branch	CASP6 VEID inh	ARNT TACC3 PPI
1	-7	/	0	2
2	-17	5	1	-1
3	/	11	/	-3
4	/	3	/	-4
5	3	7	1	8
6	-12	-2	-5	-2
7	2	/	1	/
8	/	0	/	-5
9	0	/	4	-2
10	-68	-1	1	0
11	-9	-1	2	100*
12	-19	/	-10	-1

The list continues.
No.	SMILES	E-selectin induc	ERp5 block	PglD DTNB	esBAF inh
13	O=c1oc2cc(O)ccc2cc1-c1nc2ccccc2o1	-0.3	0	/	/
14	Cn1c(C(=O)c2ccccc2[N+](=O)[O-])nc2ccccc21	/	-2	/	/
15	CCCCN(C)C(=S)Nc1ccsc1C(=O)OC	/	0	/	/
16	NS(=O)(=O)c1ccc(NC(=S)NNC(=O)CCC(=O)Nc2ccccc2Cl)cc1	-0.1	-14	1	9
17	C[C@@H]1CN([C@@H](C)CO)C(=O)c2cc(C#CCN(C)C)cnc2O[C@@H]1CN(C)C(=O)Nc1cccc(F)c1	0.1	0	0	-8
18	CCC1Oc2ccccc2N(CC(=O)N2CCCC2)C1=O (centres undefined)	0.0	-6	/	5
19	O=C(COC(=O)c1ccc(F)cc1Cl)NCc1ccco1	-0.5	-2	1	-4
20	CCOC(=O)C1=C(C)N(C)C(=O)NC1c1c(C)nn(-c2ccccc2)c1C (centres undefined)	/	/	-1	-4
21	CN(Cc1ccc(O)cc1)C1CCCCC1	/	/	3	-1
22	Cc1noc(C)c1NC(=O)Nc1ccc2c(c1)C(=O)N([C@@H](C)CO)C[C@@H](C)[C@@H](CN(C)S(=O)(=O)c1cccs1)OCCCC[C@@H](C)O2	0.1	-3	-3	-1
23	CCn1c(SCC(=O)Nc2cc(C)on2)nnc1-c1ccc(C)cc1	0.1	-2	-2	1
24	Nc1nnc(SCCOc2cccc(Br)c2)s1	/	/	-2	26

No.	RAD52 anneal inh	RAD54 branch	CASP6 VEID inh	ARNT TACC3 PPI
13	-174	/	18	/
14	-15	/	4	9
15	-4	/	-1	8
16	-8	-1	-2	-8
17	-2	-7	-2	5
18	-7	-20	4	/
19	-12	6	19	0
20	/	0	/	3
21	/	-3	/	-4
22	-56	4	-1	-5
23	-5	3	-1	-2
24	/	2	/	-12

Next entries.
No.	SMILES	E-selectin induc	ERp5 block	PglD DTNB	esBAF inh
25	CCOC(=O)c1c(-c2ccccc2)oc2ccc(OC(C)=O)cc12	/	5	7	5
26	O=C(C[C@H]1C[C@@H]2c3cc(NC(=O)c4ccc5c(c4)OCO5)ccc3O[C@@H]2[C@H](CO)O1)NCc1cccc(F)c1	-0.2	-1	-1	1
27	Cc1oc(CSCC2CCCO2)cc1C(=O)O (centres undefined)	/	/	0	-1
28	COc1ccc(C(=O)NC2CC2)cc1OC1CCN(Cc2ccccc2O)CC1	0.0	5	2	-9
29	CCOc1ccccc1OCCC(=O)OCC(=O)Nc1c(C)cc(C)cc1C	0.1	1	-4	-6
30	COc1cc(OC)c(OC)cc1CNCCNC(=O)c1ccco1	/	7	/	0
31	COc1ccc(C(=O)Oc2c(OC)cc(C(=S)N3CCOCC3)cc2OC)cc1	-0.1	-1	-4	-4
32	COc1ccc(-c2[nH]ncc2CN2CCC(N3CCSCC3)CC2)cc1F	/	0	/	-4
33	COCCn1c(SCC(=O)N2CCCCC2)nc2c(c1=O)SC(C)C2 (centres undefined)	-0.1	6	1	/
34	CSC(=S)N/N=C/c1ccccc1	/	-1	-2	-5
35	CC1(c2ccc(OC(F)F)cc2)NC(=O)N(CC(=O)Nc2cccc(S(N)(=O)=O)c2)C1=O (centres undefined)	5.3	0	3	-3
36	CCN(CC)S(=O)(=O)c1ccc(NC(=O)CSc2cccc[n+]2[O-])cc1	/	-7	/	/

No.	RAD52 anneal inh	RAD54 branch	CASP6 VEID inh	ARNT TACC3 PPI
25	-3	4	/	3
26	-4	-7	-7	23
27	/	4	/	2
28	-13	-4	-1	-1
29	-3	-15	-5	-3
30	1	/	7	1
31	-14	-4	2	0
32	-4	/	-16	6
33	-9	0	-1	-2
34	-19	5	4	/
35	-8	4	-7	16
36	-15	/	-2	-6

Next part:
No.	SMILES	E-selectin induc	ERp5 block	PglD DTNB	esBAF inh
37	C[C@H]1CN([C@@H](C)CO)C(=O)c2cc(-c3cccnc3)cnc2O[C@H]1CN(C)C	0.0	1	3	1
38	CCCN(CCC)C(=O)CC(c1ccccc1)c1cc(C)ccc1O (centres undefined)	/	5	-3	-6
39	Cc1noc(C)c1NC(=O)Nc1ccc2c(c1)CC(=O)N([C@H](C)CO)C[C@H](C)[C@H](CN(C)Cc1ccc(C(=O)O)cc1)O2	-2.8	0	0	0
40	CCOC(=O)c1ccc2[nH]c(C)c(CCC(C)=O)c(=O)c2c1	/	/	-9	-3
41	O=S(=O)(c1ccc2c(c1)OCCO2)N1CCC(n2nnc3cc(F)ccc32)CC1	/	/	-1	5
42	COc1ccccc1NCC(=O)Nc1cc(S(=O)(=O)N2CCOCC2)ccc1N1CCOCC1	-0.1	1	/	/
43	COc1cccc(C2/C(=C(/O)c3ccccc3)C(=O)C(=O)N2Cc2ccco2)c1 (centres undefined)	0.1	0	-2	/
44	COc1ccc(C2CC(c3ccccc3)=NN2c2ccc(/C=N/NC(=O)c3ccncc3)cc2)cc1 (centres undefined)	/	/	5	0
45	Cc1ccc2c(c1)C=CC(C)(C)S2(=O)=O	-1.2	1	-1	/
46	Cc1cc(NC(=S)NC(=O)c2ccccc2)ccc1-c1cc2ccccc2oc1=O	/	-4	5	/
47	COc1ccc(S(=O)(=O)N(CCc2ccccc2)CC(N)=O)cc1	/	0	/	/
48	C[C@H](CO)N1C[C@H](C)[C@@H](CN(C)Cc2cccc3c2OCCCO3)OCc2cnnn2CCCC1=O	3.2&0.2	4&0	0&2	3&-1&2

No.	RAD52 anneal inh	RAD54 branch	CASP6 VEID inh	ARNT TACC3 PPI
37	-9	-4	1	-4
38	-10	7	4	0
39	1	8	0	4
40	/	3	/	-7
41	/	3	/	-4
42	3	/	4	-3
43	-18	-4	4	6
44	/	-13	/	2
45	-8	-10	2	-3
46	-14	3	-7	-3
47	-8	/	1	1
48	-11&6	-10&-1	-8&-9	-3

Entries of single compounds as entered above. Order of screens: E-selectin induc	ERp5 block	PglD DTNB	esBAF inh	RAD52 anneal inh	RAD54 branch	CASP6 VEID inh	ARNT TACC3 PPI
Cn1c(C(=O)c2ccccc2[N+](=O)[O-])nc2ccccc21 reads /	-2	/	/	-15	/	4	9
Cc1ccc2c(c1)C=CC(C)(C)S2(=O)=O reads -1.2	1	-1	/	-8	-10	2	-3
COc1ccc(C(=O)Oc2c(OC)cc(C(=S)N3CCOCC3)cc2OC)cc1 reads -0.1	-1	-4	-4	-14	-4	2	0
COc1cccc(C2/C(=C(/O)c3ccccc3)C(=O)C(=O)N2Cc2ccco2)c1 (centres undefined) reads 0.1	0	-2	/	-18	-4	4	6
CCCN(CCC)C(=O)CC(c1ccccc1)c1cc(C)ccc1O (centres undefined) reads /	5	-3	-6	-10	7	4	0

The results go on:
No.	SMILES	E-selectin induc	ERp5 block	PglD DTNB	esBAF inh
49	CC(O)(c1ccc(F)c(F)c1)c1nc(-c2cccc(C(=O)O)c2)cs1 (centres undefined)	-0.2	1	-1	21
50	N#Cc1cccc(-c2ccc3c(c2)[C@@H]2[C@@H](CCN2S(=O)(=O)c2cccc(F)c2)[C@@H](CO)N3)c1	-0.1	1	0	-5
51	c1ccc(-c2ccc(C3[C@H]4CNC[C@@H]3N4Cc3cccc(-c4ccncc4)c3)cc2)cc1 (some centres undefined)	0.0	-2	/	/
52	O=C1NC(=S)S/C1=C\c1coc2ccccc2c1=O	/	2	7	0
53	COc1ccc(NC(=O)CSc2nnc(-c3ccccc3Cl)n2Cc2ccco2)c(OC)c1	/	/	-1	-5
54	COc1ccc(CONS(=O)(=O)c2ccc(NC(C)=O)cc2)cc1Cl	/	5	22*	3
55	COc1ccc2c(c1)S(=O)(=O)c1ccccc1N2	0.4	5	/	-9
56	CCCCOCCCNC(=O)c1ccc([N+](=O)[O-])c(C)c1	/	1	/	/
57	O=C(O)c1ccccc1NS(=O)(=O)c1cccc2cccnc12	/	/	-2	7
58	CCC1(c2ccc(F)cc2)NC(=O)N(CC(=O)NCc2ccccc2Cl)C1=O (centres undefined)	0.6	-6	-4	-1
59	COc1cccc(CN=c2c([N+](=O)[O-])nn(-c3ccccc3C)n2O)c1	2.4	1	/	/
60	Cc1ccc(C(=O)NCC(=O)N2CCC(Cc3ccccc3)CC2)cc1	-3.0	-3	2	5
61	CCCn1nnnc1NCc1ccc(SC)cc1	0.1	-4	0	-9
62	CC(C)C#Cc1ccc2c(c1)O[C@H](CN(C)C(=O)c1ccccn1)[C@@H](C)CN([C@H](C)CO)S2(=O)=O	0.0	-3	-6	0

No.	RAD52 anneal inh	RAD54 branch	CASP6 VEID inh	ARNT TACC3 PPI
49	-11	6	1	/
50	1	-4	-1	0
51	59*	/	1	/
52	-18	-15	9	37
53	/	0	/	-7
54	-10	-6	5	-2
55	3	/	2	-7
56	-1	/	1	1
57	/	2	/	-3
58	-19	6	-2	-7
59	-16	/	3	20
60	-19	-23	0	-13
61	0	7	1	-3
62	1	-1	-1	7

A second format for 3 compounds above:
58) CCC1(c2ccc(F)cc2)NC(=O)N(CC(=O)NCc2ccccc2Cl)C1=O (centres undefined)
59) COc1cccc(CN=c2c([N+](=O)[O-])nn(-c3ccccc3C)n2O)c1
60) Cc1ccc(C(=O)NCC(=O)N2CCC(Cc3ccccc3)CC2)cc1

| assay / entry | 58 | 59 | 60 |
| --- | --- | --- | --- |
| E-selectin induc | 0.6 | 2.4 | -3.0 |
| ERp5 block | -6 | 1 | -3 |
| PglD DTNB | -4 | / | 2 |
| esBAF inh | -1 | / | 5 |
| RAD52 anneal inh | -19 | -16 | -19 |
| RAD54 branch | 6 | / | -23 |
| CASP6 VEID inh | -2 | 3 | 0 |
| ARNT TACC3 PPI | -7 | 20 | -13 |

No enrichment for hits. Share with any hit: about 3.2%.
